SIAE primary – inhibitors of human sialic acid acetylesterase SIAE; Q9HAT2; SIAE FP-Rh probe binding, fluorescence polarization; inhibition, % at 9.66 µM; actives 0.69% (n = 370,000);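 active = inhibition above a cutoff: mean of compounds within the control limits plus 3 SD of those, cut at about 17% in these data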;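 note: 0% = plate median of compound wells and 100% = probe without SIAE protein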
PRMT1 FP inh – PRMT1 (human) inhibition, primary screen; Q99873; recombinant PRMT1, activity-based probe fluorescence polarization; actives 1.3% (n = 370,000); inhibition, % at 2.79 µM;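 active = inhibition above about 21% made by adding two undisclosed values, limit read from the data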
Target sequence (Q99873 whole entry, looked up): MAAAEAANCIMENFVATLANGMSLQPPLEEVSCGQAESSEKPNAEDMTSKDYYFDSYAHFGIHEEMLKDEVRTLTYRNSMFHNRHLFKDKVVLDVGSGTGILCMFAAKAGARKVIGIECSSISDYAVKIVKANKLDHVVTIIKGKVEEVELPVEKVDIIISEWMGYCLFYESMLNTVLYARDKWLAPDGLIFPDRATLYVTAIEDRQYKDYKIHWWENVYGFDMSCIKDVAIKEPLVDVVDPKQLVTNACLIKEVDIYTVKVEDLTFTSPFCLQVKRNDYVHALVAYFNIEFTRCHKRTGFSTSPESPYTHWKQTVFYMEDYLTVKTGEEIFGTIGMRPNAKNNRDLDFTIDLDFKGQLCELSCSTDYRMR
LEDGF integ inh – blocks HIV-1 LEDGF/p75-dependent DNA integration | actives 0.64% (n = 370,000) | TR-FRET IN-LEDGF/p75 DNA integration, Eu/Cy5 | inhibition, % at 3.7 µM;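 active = inhibition above the screen-wide mean plus 3 SD, cut at about 13% in these data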;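 note: signal is the Cy5 over europium emission ratio at 671 and 618 nm; 0% = plate median of compound wells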
PG9 binder – PG9 antibody binding by small molecule | actives 0.43% (n = 360,000) | TR-FRET gp120-PG9 antibody binding | inhibition, % at 6.7 µM; in the data active = inhibition above about 8.5%
DDE Tn7 FP inh – inhibitors of Tn7 peptide binding to human fibrin DD(E). FP displacement of FITC-Tn7 peptide from fibrin DD(E); 0% = median of compound wells per plate. inhibition, % at 8.3 µM. actives 0.13% (n = 370,000). AID 720508;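 active = inhibition above the mean of compounds falling within the control limits plus 3 SD of them, cut at about 14% in these data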;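 note: 0% = plate median of compound wells and 100% = 10 µM Aha-Tn7 peptide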
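Test system: human clot-derived fibrin DD(E) complex / Quantity: 2 µM final DD(E) protein / Incubation: 10 min plus 3 h, room temperature / Measured by: fluorescence polarization / Benchmarks: high control of 10 µM Aha-Tn7 peptide / Replicates: singlicate testing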
ABHD4 inh – inhibits mouse alpha/beta hydrolase domain 4 | purified mABHD4, FP-Rh probe fluorescence polarization | inhibition, % at 8.92 µM | actives 0.54% (n = 370,000) | AID 720543;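 active = inhibition exceeding the mean over every tested compound plus 3 SD, cut at about 30% in these data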;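 note: 0% = plate median of compound wells and 100% = S159A mutant with DMSO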
Target sequence (Q8VD66 whole entry, looked up, the tested form may be a part): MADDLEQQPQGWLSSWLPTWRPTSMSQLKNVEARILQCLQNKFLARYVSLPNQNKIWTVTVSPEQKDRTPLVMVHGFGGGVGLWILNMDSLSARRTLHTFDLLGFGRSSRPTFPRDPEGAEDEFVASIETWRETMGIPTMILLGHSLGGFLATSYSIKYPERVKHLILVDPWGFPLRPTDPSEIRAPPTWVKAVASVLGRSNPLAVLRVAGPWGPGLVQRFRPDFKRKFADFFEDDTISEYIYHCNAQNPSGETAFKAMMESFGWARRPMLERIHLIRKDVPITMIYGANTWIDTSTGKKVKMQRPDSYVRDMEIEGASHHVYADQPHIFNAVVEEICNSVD
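Material: mouse ABHD4 enzyme, wild type; Benchmarks: S159A mutant high control, sample median low control; Buffer or medium: HEPES pH 7.0, NaCl, Pluronic buffer; Signal: fluorescence polarization; Read-out: percent inhibition of probe binding, normalized to plate controls; Timing: pre-incubation 45 min, probe exposure 60 min, at 25 °C; Dosing: 8.92 µM, single dose.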
TCR-CD3 inh – inhibitors of human TCR-CD3 interaction; TAMRA-labeled TCR probe fluorescence, biochemical; inhibition, % at 9.4 µM; actives 0.37% (n = 360,000); in the data active = inhibition above about 19%;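 note: recombinant mutant TCR 2C K166C tagged with TAMRA read by polarization; 0% = receptor in buffer alone and 100% = receptor with positive control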
TDP2 absorb – TDP2 (human) inhibition, absorbance primary screen | O95551 | recombinant TDP2, T5PNP hydrolysis, p-nitrophenol absorbance 415 nm | inhibition, % at 12.8 µM | actives 0.34% (n = 370,000) | AID 720702;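 active = inhibition above the mean of all tested compounds plus 3 SD, set per campaign, cut at about 25% in these data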;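 note: 0% = DMSO with enzyme and 100% = buffer with substrate but no TDP2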
Target sequence (O95551 whole entry, looked up): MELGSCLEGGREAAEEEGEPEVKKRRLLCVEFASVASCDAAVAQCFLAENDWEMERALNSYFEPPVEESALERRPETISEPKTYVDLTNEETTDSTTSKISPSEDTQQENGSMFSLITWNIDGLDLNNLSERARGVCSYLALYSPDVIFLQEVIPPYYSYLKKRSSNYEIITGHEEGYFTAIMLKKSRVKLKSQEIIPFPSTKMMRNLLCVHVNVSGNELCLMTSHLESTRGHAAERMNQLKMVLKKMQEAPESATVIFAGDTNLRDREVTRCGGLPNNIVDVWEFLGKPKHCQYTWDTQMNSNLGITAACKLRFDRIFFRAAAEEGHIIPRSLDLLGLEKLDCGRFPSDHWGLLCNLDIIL
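System – recombinant human TDP2 · Quantity – TDP2 enzyme at 120 nM final · Doses – single concentration, 12.8 µM nominal, with 1% DMSO · Incubation – 2 h at 37 °C · Measured by – epi absorbance of p-nitrophenol freed from T5PNP by hydrolysis · Read-out – % inhibition relative to enzyme-containing and enzyme-free wells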
UHRF1 MBD2 ctr – UHRF1 methyl-DNA binding inhibition; AID 687016; actives 0.75% (n = 370,000); UHRF1 binding to methylated oligo, TR-FRET; inhibition, % at 4.4 µM; Q96T88; in the data active = inhibition above about 21%;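 note: UHRF1 SRA domain binding a hemimethylated CpG hairpin DNA probe; 0% = median of test compound wells and 100% = reference inhibitor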
HTRA1 inh – HTRA1 (human) protease inhibition; Q92743; recombinant HTRA1, FP-rhodamine activity-based probe, fluorescence polarization; inhibition, % at 5.96 µM; actives 0.5% (n = 340,000); AID 504803; in the data active = inhibition above about 36%;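 note: 0% = enzyme with DMSO and 100% = wells lacking enzyme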
The depositor's hits bear a star; . = no result given. The order is random; about 4.2% have a hit in one of these screens.

SMILES | SIAE primary | PRMT1 FP inh | LEDGF integ inh | PG9 binder | DDE Tn7 FP inh | ABHD4 inh | TCR-CD3 inh | TDP2 absorb | UHRF1 MBD2 ctr | HTRA1 inh
Cc1cc(C)n2nc(CNS(=O)(=O)c3ccc([N+](=O)[O-])cc3)nc2n1 | -8 | 3 | 4 | -1.2 | -7 | 4 | 1 | 5 | -2 | -1
CCOC(=O)C1CCN(C(=O)C2CCN(c3ncnc4c3nc3n4CCCCC3)CC2)CC1 | -1 | -5 | 0 | -1.2 | -3 | -3 | 8 | -11 | 0 | -1
CCCn1c(C)cc(C(=O)COC(=O)c2c(C)nn(-c3ccccc3)c2C)c1C | 0 | 0 | -2 | 0.2 | 5 | -14 | 5 | -1 | 1 | -19
O=C(CN(C(=O)CNS(=O)(=O)c1ccc(F)cc1)c1cccc(F)c1)NCC1CCCO1 (configuration not stated) | 2 | -3 | 0 | -1.5 | 2 | 1 | -7 | 10 | 1 | -8
COc1ccc(NC(=O)Nc2cccc(NC(C)=O)c2)c(OC)c1 | 5 | -1 | -3 | -1.6 | 8 | 0 | -4 | 5 | 1 | 3
C/C(=N\OCC(=O)Nc1nc2ccccc2s1)c1ccccc1 | -1 | 4 | 0 | 2.3 | -1 | -1 | -5 | -4 | 2 | 10
CC(C)OC(=O)Cn1cnc2ccc(Br)cc2c1=O | -3 | -1 | 3 | 3.1 | 0 | -13 | -5 | -4 | 4 | 2
O=C(NCCN1CCC(Cc2ccccc2)CC1)C1CCCN(S(=O)(=O)c2cccs2)C1 (configuration not stated) | 0 | -4 | -1 | . | -1 | 4 | . | 3 | 3 | .
O=[N+]([O-])c1ccc(CSc2nc3ccccc3[nH]2)cc1 | 0 | -2 | 2 | -3.2 | 0 | -8 | 5 | 5 | -1 | -1
O=C(NCCc1ccc(Cl)cc1)C1CC(=O)N(C2CCCC2)C1 (configuration not stated) | 6 | -2 | -4 | 2.1 | 3 | 3 | -1 | -8 | 2 | -2
COc1ccc(NC(=S)NCCN2CCOCC2)cc1 | -5 | 6 | -4 | -2.0 | 6 | -8 | 3 | 1 | 6 | 6
Nc1[nH]c(C(=O)c2ccccc2)c(-c2ccccc2C(F)(F)F)c1C(=O)NCc1ccc(F)cc1 | -2 | -7 | 4 | -1.6 | -1 | 1 | -1 | 3 | 0 | .
CN(CC(=O)Nc1ccccc1Cl)C(=O)c1cccc(S(=O)(=O)N2CCN(c3ccccc3)CC2)c1 | 6 | 1 | -1 | 1.9 | -12 | 4 | 2 | 6 | -4 | -5
O=C(NCc1ccccc1F)c1ccc2c(c1)OCO2 | 2 | -3 | 0 | -0.1 | -5 | -1 | 9 | 5 | -3 | 3
Clc1ccccc1Cc1noc(CN2CCN(c3cnccn3)CC2)n1 | 2 | 1 | -5 | -1.5 | -5 | 4 | 0 | -2 | 2 | 5
COc1ccc(-n2c(SCC(=O)Nc3ccc(Cl)cc3)nc(O)c(Cc3ccccc3)c2=O)cc1 | -1 | 34* | 2 | -1.8 | 3 | -28 | 0 | 8 | -2 | -15
O=S(=O)(Nc1ncccc1O)c1ccc(Cl)cc1 | 6 | -3 | 2 | 0.2 | 3 | -2 | -4 | 3 | -1 | -3
Cc1ccc(OCCn2cnc(Cl)c2Cl)cc1 | -2 | 2 | -5 | -1.3 | -1 | 3 | -3 | 1 | 3 | 0
COC(=O)[C@]12CCCCC=C1N(CCc1ccc(OC)c(OC)c1)C(=O)[C@H](CC(=O)N1CCCCC1)C2 | 0 | -1 | -1 | -0.1 | -3 | 3 | -12 | -2 | 2 | .
C[C@@H]1CN([C@H](C)CO)C(=O)CCCn2nncc2CO[C@H]1CN(C)S(=O)(=O)c1ccc(C#N)cc1 | 8 | -3 | 0 | 1.9 | 2 | 5 | -1 | 5 | -2 | 0
O=C(OCc1ccc(F)cc1)c1cccnc1Cl | -10 | -3 | 2 | -2.5 | -6 | 0 | 1 | -13 | 0 | 1
C#CCn1c(=NC(=O)c2ccc(Br)s2)sc2cc(NC(C)=O)ccc21 | -11 | -2 | 1 | 0.0 | -3 | -2 | 2 | 3 | 5 | -7
CCn1nc(C)c(Br)c1-c1nc(-c2cccc(C)c2)no1 | -6 | 1 | -7 | -0.8 | -3 | 3 | -10 | -13 | 3 | .
Cc1ccc(NC(=O)COc2ccc3c(c2)OCO3)c(C)c1 | 11 | 1 | -5 | -0.9 | 8 | 1 | -3 | 11 | 0 | 3
CCC(c1nnnn1Cc1ccco1)N1CCN(c2cc(Cl)ccc2C)CC1 (configuration not stated) | 2 | 0 | 0 | -0.6 | 6 | -7 | 9 | -2 | -2 | -33

Printed as active in PRMT1 FP inh (from the list above):
| mol | SIAE primary | PRMT1 FP inh | LEDGF integ inh | PG9 binder | DDE Tn7 FP inh | TCR-CD3 inh | TDP2 absorb | UHRF1 MBD2 ctr | HTRA1 inh |
| --- | --- | --- | --- | --- | --- | --- | --- | --- | --- |
| COc1ccc(-n2c(SCC(=O)Nc3ccc(Cl)cc3)nc(O)c(Cc3ccccc3)c2=O)cc1 | -1 | 34* | 2 | -1.8 | 3 | 0 | 8 | -2 | -15 |

Quoted at random: 2 records from the list, in no set order.
SMILES | SIAE primary | PRMT1 FP inh | LEDGF integ inh | PG9 binder | DDE Tn7 FP inh | ABHD4 inh | TCR-CD3 inh | TDP2 absorb | UHRF1 MBD2 ctr | HTRA1 inh
CCC(c1nnnn1Cc1ccco1)N1CCN(c2cc(Cl)ccc2C)CC1 (configuration not stated) | 2 | 0 | 0 | -0.6 | 6 | -7 | 9 | -2 | -2 | -33
CCCn1c(C)cc(C(=O)COC(=O)c2c(C)nn(-c3ccccc3)c2C)c1C | 0 | 0 | -2 | 0.2 | 5 | -14 | 5 | -1 | 1 | -19

Further structures
SMILES | SIAE primary | PRMT1 FP inh | LEDGF integ inh | PG9 binder | DDE Tn7 FP inh | ABHD4 inh | TCR-CD3 inh | TDP2 absorb | UHRF1 MBD2 ctr | HTRA1 inh
CC(NC(=O)c1ccccc1[N+](=O)[O-])C1CC2CCC1C2 (configuration not stated) | -1 | -2 | -2 | -0.4 | 5 | -5 | 3 | 1 | 18 | -1
Cc1[nH]c2ccccc2c1SCC(=O)N1CCC(C)CC1 | 1 | -3 | -1 | 0.7 | -4 | 4 | 8 | 7 | 25* | -2
CCCc1cc(=O)n2[nH]c(C)c(-c3ccc(Cl)cc3)c2n1 | 3 | -2 | 8 | -3.2 | -3 | -7 | -5 | -7 | 6 | 3
CCOC(=O)c1cc(-c2ccc(OC)cc2)nc2c1c(C)nn2CCC(N)=S | -26 | -1 | -2 | -2.1 | -4 | -21 | 4 | 6 | -2 | -37
COc1ccccc1-c1cc(C(=O)Nc2sc3c(c2C#N)CCC(C)C3)c2ccccc2n1 (configuration not stated) | -6 | 8 | 2 | 3.1 | -8 | 8 | -2 | -6 | 4 | -7
Nc1cc(=O)[nH]c(SCC(=O)Nc2cc(S(=O)(=O)N3CCOCC3)ccc2Cl)n1 | -5 | 5 | 2 | 0.9 | 1 | -2 | -1 | 16 | -1 | 8
CCCc1cc(=O)oc2cc(C)cc(OC(=O)c3ccco3)c12 | 2 | -2 | 3 | -1.4 | -4 | 4 | 2 | 1 | 1 | 33
Cc1cc(OCCN2CCCC2)cc(C(C)C)c1 | -5 | -3 | 1 | -1.6 | -4 | 7 | 0 | 6 | 2 | 3
COc1ccc(NC(=O)CC2C(=O)N(c3ccc(OC)cc3)C(=O)N2Cc2ccc(OC)c(OC)c2)cc1 (configuration not stated) | 8 | 1 | -4 | 1.5 | 1 | 3 | -6 | -4 | -1 | 4
O=C(NCCc1ccncc1)Nc1ccc(Cl)cc1 | 3 | -1 | 1 | -0.4 | 1 | -1 | -1 | -5 | 4 | -8
O=S(Cc1cc(Sc2ccccc2)nc(-c2ccccc2)n1)c1ccccc1 (configuration not stated) | 9 | -2 | 0 | -2.1 | 0 | 4 | -4 | 2 | 0 | 0
COc1ccc(C(C(=O)NCc2ccccc2)N(C(=O)c2snc(C(N)=O)c2N)C2CCCC2)cc1O (configuration not stated) | 6 | 0 | 7 | -2.8 | 1 | -5 | 2 | -12 | -2 | -14
CC(C)CCNC(=O)c1ccccc1SCC(=O)NC1CCCCCCC1 | 7 | 14 | -3 | 0.4 | -3 | 2 | -4 | -1 | 1 | -11
O=C(COC(=O)c1ccc(F)cc1)NCCc1ccc(F)cc1 | -4 | -5 | 3 | -1.8 | 3 | -2 | 4 | 14 | -3 | 6
Cc1c(C(=O)OCC(=O)NCCN2C(=O)CSC2=O)cccc1[N+](=O)[O-] | 0 | 2 | -1 | 0.6 | 4 | -3 | 3 | -5 | -1 | 1
COc1cccc(NC(=O)Nc2cc(C(=O)O)ccc2N2CC3CC(C2)c2cccc(=O)n2C3)c1 (configuration not stated) | 9 | 3 | 0 | 0.4 | 7 | 2 | 2 | 7 | -2 | 6
CCn1c(=O)cc(OCC(=O)NCCCN2CC(C)CC(C)C2)c2ccccc21 (configuration not stated) | -8 | -4 | 4 | -1.3 | -1 | -2 | -7 | -8 | 6 | 2
CC(C)(C)NC(=O)C1CCCN(S(=O)(=O)c2cccc3cccnc23)C1 (configuration not stated) | -1 | 3 | -2 | -3.8 | 0 | 1 | -2 | 4 | 3 | 2
CCc1ccccc1NC(=O)C(CC)Sc1nc2cc3c(cc2c(=O)n1Cc1ccco1)OCO3 (configuration not stated) | 7 | -2 | 1 | -2.7 | -1 | 3 | 0 | 10 | -1 | 3
O=C1CC(N2CCc3ccccc32)C(=O)N1c1ccc(F)cc1 (configuration not stated) | 4 | -2 | -2 | -1.5 | 0 | 9 | 3 | -10 | -1 | 3
COc1ccc(C(=O)NCc2nnc(SCC(=O)NC3=NCCS3)n2C)cc1 | 6 | 2 | 1 | -3.3 | 0 | -6 | -2 | -25 | 5 | 1
O=C(Cn1c(=O)cnc2ccccc21)NC1CCC(O)CC1 (configuration not stated) | 2 | -3 | 2 | -1.8 | -6 | -10 | 3 | -6 | -2 | 3
COc1ccc2c(c1)[C@@]1(OCCC=C[C@H]1C)C(=O)N2Cc1ccc(Br)cc1 | -3 | -4 | 2 | 0.6 | 0 | -4 | 5 | -5 | -2 | .
CCCCOC(=O)c1ccc(NC(=O)/C=C/c2cccs2)cc1 | -102 | -1 | 2 | -2.3 | -3 | -71 | 0 | -15 | 1 | -94
O=C(NC(=S)Nc1ncc(Br)cc1Br)c1cncc(Br)c1 | 2 | -2 | 0 | -1.4 | -9 | -2 | 1 | -5 | -2 | 3
Cn1cc(C2(C)CCOc3ccccc32)c2ccccc21 (configuration not stated) | 2 | 0 | -1 | . | 7 | -6 | . | -6 | -2 | .
CCCCCCCC(=O)N/N=C(\C)c1cccnc1 | -1 | 1 | -1 | 1.1 | -2 | 3 | 0 | 0 | -3 | -11
CN(C)CCN1CCN(C2CN(Cc3cn(Cc4ccc(C(F)(F)F)cc4)nn3)S(=O)(=O)C2)CC1 (configuration not stated) | 7 | -4 | 1 | -1.7 | -4 | 3 | 5 | 12 | 19 | .
CC1CC(NC(=O)CC#N)CC(C)(C)C1 (configuration not stated) | -4 | 4 | -3 | 0.6 | 1 | 1 | -4 | 14 | 1 | 2

Source: PubChem
